HCV core dimer: blocks dimerization of HCV core protein; inhibition, % at 5 µM; TR-FRET GST/Flag-core106 dimerization, 1536-well; actives 0.33% (n = 300,000);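 active = inhibition above the mean of all tested compounds plus 3 SD, set per screening campaign, cut at about 45% in these data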
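Assay system: tagged HCV core106 pair (GST and Flag); medium: KF-containing HEPES buffer, pH 7.45, DTT, CHAPS, BSA; also added: Eu donor and XL665 acceptor anti-tag antibodies; dosing: 5 µM single dose; timing: compound-protein-antibody incubation 4 h at 22.5 °C; signal: TR-FRET 671 and 617 nm emission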
PP1 counter: blocks human PP1-alpha phosphatase, a PP5 counter-screen. P62136. purified PP1alpha, OMFP fluorescence. inhibition, % at 6.7 µM. actives 0.9% (n = 320,000);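 active = inhibition above the mean inhibition of all tested compounds plus 3 SD, computed separately for each screening campaign, cut at about 15% in these data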
Target sequence (P62136 whole entry, looked up): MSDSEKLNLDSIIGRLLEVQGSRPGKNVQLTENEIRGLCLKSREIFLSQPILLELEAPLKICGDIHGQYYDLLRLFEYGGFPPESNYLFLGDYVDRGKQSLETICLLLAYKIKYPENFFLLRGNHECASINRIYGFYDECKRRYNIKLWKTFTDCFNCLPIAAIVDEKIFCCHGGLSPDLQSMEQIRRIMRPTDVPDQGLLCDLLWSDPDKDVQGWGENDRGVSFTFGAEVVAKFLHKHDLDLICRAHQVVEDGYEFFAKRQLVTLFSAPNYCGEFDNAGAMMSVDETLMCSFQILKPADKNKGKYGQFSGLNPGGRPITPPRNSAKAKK
CTSL1 counter: counter-screen for PFM18AAP inhibitors: inhibitors of F. hepatica cathepsin L1; recombinant F. hepatica cathepsin L1, Z-Leu-Arg-MCA fluorescence; inhibition, % at 5.96 µM; actives 0.49% (n = 300,000); AID 1906;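 active = inhibition above the mean of all tested compounds plus 3 SD, set per screening campaign, cut at about 17% in these data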;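 also: 0% = plate median of test compound wells and 100% = 1 µM Z-Phe-Ala-diazomethylketone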
procasp7 counter: counter-screen for procaspase-3 activators: activators of human procaspase-7; P55210; recombinant procaspase-7, Ac-DEVD-pNA absorbance 405 nm; D23A/D198A/D206A triple mutant, cannot self-cleave; scale: DMSO 0, 5 µM enzyme 100; AID 463210; activation, % at 8.5 µM; actives 0.093% (n = 330,000);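 active = percent activation above the screen-wide mean plus 3 SD, cut at about 25% in these data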
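Assay system: Uncleavable procaspase-7 mutant enzyme / Input: 2 µM procaspase-7 mutant as dispensed / Dosing: single nominal 8.5 µM compound dose, 0.8% DMSO final / Timing: 1 h enzyme–compound preincubation and 2 h substrate reaction, both 25 °C / Detection: p-Nitroaniline absorbance at 405 nm, read at 0 and 120 min / Replication: singlicate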
TPT1 inh: inhibitors of Candida albicans tRNA 2'-phosphotransferase TPT1; inhibition, % at 5 µM; AID 1962; actives 0.81% (n = 300,000); recombinant caTPT1, FP RNA substrate dephosphorylation;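 active = inhibition above the mean of all tested compounds plus 3 SD, set per screening campaign, cut at about 24% in these data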;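 also: plate controls were DMSO alone for no effect and ferristatin control at 100 nM for full effect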
Efflux pump inh: inhibitors of Candida antifungal efflux pumps expressed in yeast; actives 0.44% (n = 330,000); S. cerevisiae Candida pump triplex, Nile Red efflux; inhibition, % at 10 µM; AID 485275;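 active = plate passing quality check with inhibition over a set limit, or well fluorescence over plate mean plus 4 SD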;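 also: Nile Red retained in pooled yeast measured as flow cytometry median fluorescence; 0% = buffer negative control and 100% = Enniatin B positive control; higher means more Nile Red kept so more efflux inhibition; some compounds called inactive have numbers as strong as hits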
JMJD2C inh: inhibitors of human GASC-1 (JMJD2C) demethylase | Q9H3R0 | GST-JMJD2C(1-420) H3K9me3 demethylation, DELFIA europium | inhibition, % at 2.35 µM | actives 0.069% (n = 330,000) | AID 2099;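 active = more than half of a compound's replicate wells show inhibition beyond 50%, single wells judged on their own value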;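 also: signal counts dimethyl H3K9 product captured on neutravidin plate; 0% = median of DMSO wells and 100% = 0.3 times that DMSO median; strong numbers were not always called active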
Target sequence (Q9H3R0 1-420 limits assumed): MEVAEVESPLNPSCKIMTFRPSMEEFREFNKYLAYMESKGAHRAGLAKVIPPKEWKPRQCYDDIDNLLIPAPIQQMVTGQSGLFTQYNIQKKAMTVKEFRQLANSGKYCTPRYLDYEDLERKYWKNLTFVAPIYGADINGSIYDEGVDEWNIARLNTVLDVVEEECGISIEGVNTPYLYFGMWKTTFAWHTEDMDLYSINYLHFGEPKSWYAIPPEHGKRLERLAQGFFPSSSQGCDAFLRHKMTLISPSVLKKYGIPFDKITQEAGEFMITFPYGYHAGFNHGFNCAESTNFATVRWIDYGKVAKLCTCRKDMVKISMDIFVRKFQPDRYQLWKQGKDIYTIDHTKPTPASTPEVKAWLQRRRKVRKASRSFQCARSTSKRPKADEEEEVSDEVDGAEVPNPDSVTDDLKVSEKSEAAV
PP5 primary: PP5 (human) phosphatase inhibition | inhibition, % at 6.7 µM | actives 0.18% (n = 320,000) | P53041 | purified PP5c, OMFP substrate fluorescence;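 active = inhibition above the campaign's mean inhibition across all tested compounds plus 3 SD, cut at about 9.5% in these data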;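 also: 0% = DMSO only and 100% = 100 µM cantharidin control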
procasp3 activ: activators of human procaspase-3; P42574; recombinant procaspase-3 D3A, Ac-DEVD-pNA absorbance 405 nm; activation, % at 8.5 µM; actives 0.11% (n = 330,000);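 active = activation above the mean of all tested compounds plus 3 SD, cut at about 21% in these data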;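 also: 0% = DMSO alone and 100% = DMSO wells spiked with extra 5 µM PC-3 D3A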
Target sequence (P42574 whole entry D9A/D28A/D175A): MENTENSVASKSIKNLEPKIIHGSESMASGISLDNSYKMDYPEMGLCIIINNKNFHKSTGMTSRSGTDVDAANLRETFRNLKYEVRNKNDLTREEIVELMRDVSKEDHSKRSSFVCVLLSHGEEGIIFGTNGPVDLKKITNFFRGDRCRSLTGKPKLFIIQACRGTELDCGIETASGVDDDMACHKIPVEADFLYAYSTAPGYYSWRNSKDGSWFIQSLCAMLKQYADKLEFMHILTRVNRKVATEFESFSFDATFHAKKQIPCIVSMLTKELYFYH
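Assay system – Procaspase-3 D3A mutant · Benchmarks – DMSO low control, extra-enzyme high control · Technique – 405 nm absorbance of p-nitroaniline, reads at 0 and 120 min · Doses – 8.5 µM nominal · Measure – % activation between DMSO and enzyme-spiked controls · Also added – Ac-DEVD-pNA chromogenic peptide substrate · Schedule – 1 h compound preincubation, 2 h substrate hydrolysis at 25 °C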
The depositor's hits bear a star; . = not tested or not shown; & = joins results of further samples. Some of the compounds tested, so the mix of outcomes need not match the whole.

1. C=CCN1C(=O)/C(=C/c2cc(C)n(-c3cccnc3)c2C)C(=O)NC1=S
2. CCOC(=O)C1(CCOc2ccccc2)CCN(Cc2ccccc2OC)CC1
3. COC(=O)C1=C(c2ccc(Cl)c(C(F)(F)F)c2)C[C@@H]2CC[C@H]1N2C(=O)NC(C)C
4. CC(C)Cc1nc(N2CCNCC2)c(C#N)c2c1CCC2
5. CC(=O)N1CCC2(CC1)CC(=O)c1cc(OCC(=O)N3CCN(C)CC3)ccc1O2
6. CCCC(=O)NC(Oc1ccc(OC)cc1)C(Cl)(Cl)Cl (centres undefined)
7. O=c1[nH]c(=S)n(CCC2=CCCCC2)c(O)c1/C=N/N1CCOCC1
8. CCCCn1c(=O)c(C(=O)Nc2cccc(C)c2)c(O)c2ccccc21
compound no.	1	2	3	4	5	6	7	8
HCV core dimer	-2	-2	.	-1	-3	-11	9	5
PP1 counter	-3	-3	1	-3	-1	-3	-1	-4
CTSL1 counter	0	3	.	1	2	1	2	0
procasp7 counter	-2	-6	3	-1	7	-18	-4	-1
TPT1 inh	13	1	.	-1	3	2	7	1
Efflux pump inh	0.7	0.0	0.0	0.0	0.1	0.1	0.0	0.2
JMJD2C inh	0	-21	7	.	1	-1	-1	-3
PP5 primary	-0.6	0.9	0.6	1.2	2.3	3.6	1.4	1.9
procasp3 activ	-4	9	4	-1	5	-5	-14	7

9. NC(Cc1ccccc1)c1nc(-c2ccccc2)no1 (centres undefined)
10. Cc1ccc(S(=O)(=O)CC(=O)c2cc(C)c(OC(=O)N(C)C)c(C)c2)cc1
11. CC(C)(C)c1ccc(O)c(CN2CCN(c3ccccc3)CC2)c1
12. Cc1nn(C)c(C)c1/C=C1/CC2C3CC=C4CC(O)CCC4(C)C3CCC2(C)C1=O (centres undefined)
13. O=C1NC(=O)N(c2ccc(Br)cc2)C(=O)/C1=C/c1ccsc1
14. O=C(COC(=O)Cc1ccccc1)NCCNC(=O)COC(=O)Cc1ccccc1
15. CCCOC(=O)C1C2c3ccccc3C(c3ccccc32)C1C(=O)O (centres undefined)
16. Cc1ccccc1OP(N)(=O)Oc1ccccc1C
compound no.	9	10	11	12	13	14	15	16
HCV core dimer	2	-3	-2	9	7	-2	1	-7
PP1 counter	-3	1	0	1	-3	0	3	-3
CTSL1 counter	2	0	1	1	1	0	-2	-2
procasp7 counter	10	2	-3	-7	-19	16	-3	2
TPT1 inh	-1	-7	0	-7	30*	1	-1	3
Efflux pump inh	-0.2	-0.1	0.0	0.0	1.4	0.0	0.2	0.0
JMJD2C inh	1	-10	14	-6	6	-1	0	5
PP5 primary	-2.7	1.3	3.4	2.0	-1.2	-0.8	0.8	-1.3
procasp3 activ	12	-7	11	0	-16	-3	6	2

17. Oc1ccc2c3c1O[C@H]1c4[nH]c5ccccc5c4C[C@@]4(O)[C@@H](C2)N(CC2CC2)CC[C@]314
18. O=C(CCc1ccc(O)cc1)N1C[C@H]2C[C@@H](C1)c1cccc(=O)n1C2
19. Cc1cc(OCC(=O)NCc2ccc(S(N)(=O)=O)cc2)c2c3c(c(=O)oc2c1)CCC3
20. CCC(C)N1C(=O)NC(=O)C2(Cc3cc(C)ccc3N(C)C2)C1=O (centres undefined)
21. CCN(CC)c1ccc(CN2CC=C(c3ccc(F)cc3)CC2)cc1
22. COC(=O)C1=C(c2ccc(C(C)=O)cc2)C[C@@H]2CC[C@H]1N2C(=O)N1CCC(O)CC1
23. CC(C)c1c(CN(C)C(C)Cc2ccccc2)n(C)n(-c2ccccc2)c1=O (centres undefined)
24. Cn1c(O)c(C(c2ccccn2)c2c(O)n(C)c(=S)n(C)c2=O)c(=O)n(C)c1=S
compound no.	17	18	19	20	21	22	23	24
HCV core dimer	-7	3	5	4	0	.	10	0
PP1 counter	-2	-3	-1	1	4	-2	-1	0
CTSL1 counter	0	0	5	1	5	.	2	0
procasp7 counter	4	0	-2	2	6	7	12	-26
TPT1 inh	2	-2	-3	-5	-3	.	-5	5
Efflux pump inh	0.1	-0.4	-0.2	0.0	0.0	-0.1	0.1	0.1
JMJD2C inh	7	1	8	24	-6	-6	.	2
PP5 primary	3.3	-1.0	1.7	0.3	-2.4	0.3	-0.9	7.9
procasp3 activ	-1	-2	4	5	3	1	8	-11

25. CNC(=O)ON(C(=O)NC)C1N(C)C(=S)SC1(C)C (centres undefined)
26. CC(Cc1ccccc1)NC(=O)C(c1ccc(N)cc1)c1ccc(N)cc1 (centres undefined)
27. Nc1c(C(=O)NCCN2CCOCC2)c2nc3ccccc3nc2n1Cc1ccccc1
28. CN1CCCN(C(=O)COc2ccccc2)CC1
29. CCN1C[C@]2(COC)CC[C@H](O)[C@@]34C5C[C@@H]6[C@@H](OC)C[C@@](O)(C5[C@H]6O)[C@](O)([C@@H](OC)C23)[C@@H]14 (some centres undefined)
30. CC(C(N)=O)N1CC(c2ccc(Cl)cc2)CC1=O (centres undefined)
31. C/C(=N\NC(=O)c1ccncc1)c1c(O)n(-c2ccccc2)c(=O)[nH]c1=O
32. CN1CCc2c(c(N3CCCCC3)nc3n[nH]c(N)c23)C1
compound no.	25	26	27	28	29	30	31	32
HCV core dimer	-3	21	4	-17	0	-2	-9	-3
PP1 counter	-2	3	-1	-4	-4	-3	-6	-5
CTSL1 counter	1	-2	-1	-3	-2	6	10	3
procasp7 counter	4	7	1	-1	-1	-1	-8	-7
TPT1 inh	-1	-5	7	2	-4	1	0	-2
Efflux pump inh	0.2	-0.1	0.2	0.6	-0.1	0.0	0.1	-0.2
JMJD2C inh	0	-4	-1	-6	-1	8	-14	6
PP5 primary	-0.3	-1.2	2.9	0.5	0.5	-0.2	0.1	0.7
procasp3 activ	5	6	5	8	6	0	-7	-2

Part of the list above in order of count of non-hydrogen atoms, highest first:
29. CCN1C[C@]2(COC)CC[C@H](O)[C@@]34C5C[C@@H]6[C@@H](OC)C[C@@](O)(C5[C@H]6O)[C@](O)([C@@H](OC)C23)[C@@H]14 (some centres undefined)
32. CN1CCc2c(c(N3CCCCC3)nc3n[nH]c(N)c23)C1
30. CC(C(N)=O)N1CC(c2ccc(Cl)cc2)CC1=O (centres undefined)
compound no.	29	32	30
HCV core dimer	0	-3	-2
PP1 counter	-4	-5	-3
CTSL1 counter	-2	3	6
procasp7 counter	-1	-7	-1
TPT1 inh	-4	-2	1
Efflux pump inh	-0.1	-0.2	0.0
JMJD2C inh	-1	6	8
PP5 primary	0.5	0.7	-0.2
procasp3 activ	6	-2	0

Going on with the list:
33. Cc1ccc(N2C(=O)NC(=O)/C(=C\c3cc(C)n(-c4cc(C(=O)O)cc(C(=O)O)c4)c3C)C2=O)cc1
34. Cc1cccc(CSc2nc3c(cc2C#N)CN(C)CC3)c1
35. O=C1CC(=O)N(Cc2ccccc2)C(=S)N1
36. CN1CCN(S(=O)(=O)c2ccc(Cl)nc2)CC1
37. COc1cc2c(cc1OC)C13CCN4CC5=CCOC6CC(=O)N2C1C6C5CC43 (centres undefined) (tested in a mixture with another compound)
38. COC(=O)C1=C(c2ccc(OC)c(OC)c2)C[C@@H]2CC[C@H]1N2C(=O)NC(C)C
39. Nc1ncc(P(=S)(N2CCOCC2)N2CCOCC2)s1
40. Cc1cc(N2CCOCC2)ccc1/C=C1\C(=O)NC(=O)N(c2ccccc2)C1=O
compound no.	33	34	35	36	37	38	39	40
HCV core dimer	1	6	4	-15	-5	.	-8	4
PP1 counter	-3	2	6	1	-14	-2	-4	3
CTSL1 counter	-3	1	0	-6	-3	.	0	0
procasp7 counter	-7	2	-24	3	-21	2	3	-9
TPT1 inh	1	5	12	1	-1	.	-2	5
Efflux pump inh	0.1	0.0	-0.2	-0.1	0.7	-0.4	-0.1	0.1
JMJD2C inh	-7	11	1	-8	7	6	0	-15
PP5 primary	-0.3	2.4	1.9	-0.5	4.1	1.7	0.9	1.0
procasp3 activ	-8	1	-5	5	-4	14	3	-11

Limited to HCV core dimer (2 entries from above):
cpd	canonical_smiles	HCV core dimer
39	Nc1ncc(P(=S)(N2CCOCC2)N2CCOCC2)s1	-8
40	Cc1cc(N2CCOCC2)ccc1/C=C1\C(=O)NC(=O)N(c2ccccc2)C1=O	4

Other results
41. C[C@]12CCC3C(CC[C@H]4C[C@@H](O)CC[C@]34C)C1[C@H]1CN=N[C@H]1[C@@H]2O (some centres undefined)
42. CC1CCN(CC(=O)c2cccc(C(F)(F)F)c2)CC1
43. COC(=O)C1=C(c2cccc(C#N)c2)C[C@@H]2CC[C@H]1N2C(=O)NCCOc1ccccc1
44. Nc1nnc(CCN2CCCCC2)s1
45. O=c1[nH]c(=O)n(CCC2=CCCCC2)c(O)c1C=Nc1cccc(F)c1
46. CCCCn1c(O)c(C(CC)=NCc2cc(OC)cc(OC)c2)c(=O)[nH]c1=O
47. O=C1C2CCCN2C(c2cccnc2)N1c1cccc(Cl)c1 (centres undefined)
48. COC(=O)C1=C(c2c(C)noc2C)C[C@@H]2CC[C@H]1N2C(=O)N1CCc2cc(OC)c(OC)cc2C1
49. CCNC(=O)NC(=O)C(C)OC(=O)c1c(C)nn(Cc2ccccc2)c1Cl (centres undefined)
compound no.	41	42	43	44	45	46	47	48	49
HCV core dimer	.	0	.	-2	0	6	1	.	-1
PP1 counter	.	-1	-4	2	-3	10	1	-2	1
CTSL1 counter	.	-5	.	-1	-2	5	-1	.	-1
procasp7 counter	-7	3	-2	7	-13	-6	3	-2	3
TPT1 inh	.	-1	.	1	2	0	-2	.	1
Efflux pump inh	-0.1	0.4	0.1	0.0	-0.1	-0.2	-0.2	0.0	0.1
JMJD2C inh	-1	-22	2	0&-4	-3	-7	-1	4	1
PP5 primary	.	1.4	1.7	2.3	1.5	7.0	-0.2	0.4	0.0
procasp3 activ	-8	0	-1	-5	-1	3	7	1	-4

Screening data: PubChem BioAssay, several laboratories
